Assay outcomes from PubChem.
NOD1 NF-kB reporter = inhibition of NOD1-driven NF-kB reporter – cell-based, luminescence, uHTS, primary screen (AID 1578) | NOD1-driven NF-kB luciferase reporter cells, luminescence; higher % means a stronger effect | inhibition, % at 4 µM; hits with a dose series show EC50 in µM | 1% of 290,000 active; in the data active means inhibition mostly above about 36%, no sharp cut-off; inactive means mostly below about 34%;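 further: HEK-293T reporter cells stimulated with the NOD1 agonist gamma-tri-DAP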
NTR1 ag = agonists of NTR1, primary screen, imaging, U2OS cells, beta-arrestin-GFP, high content (AID 493036). NTR1-U2OS beta-arrestin-GFP spot imaging, agonist mode. activation, % at 20 µM. 0.17% of 330,000 active;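 active means activation at or above 40% of the spot to cytoplasm intensity ratio, with at least 20 cells analyzed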;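 further: 0% = DMSO without peptide and 100% = 100 nM NTR1 peptide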
Target sequence (P30989 whole entry, looked up): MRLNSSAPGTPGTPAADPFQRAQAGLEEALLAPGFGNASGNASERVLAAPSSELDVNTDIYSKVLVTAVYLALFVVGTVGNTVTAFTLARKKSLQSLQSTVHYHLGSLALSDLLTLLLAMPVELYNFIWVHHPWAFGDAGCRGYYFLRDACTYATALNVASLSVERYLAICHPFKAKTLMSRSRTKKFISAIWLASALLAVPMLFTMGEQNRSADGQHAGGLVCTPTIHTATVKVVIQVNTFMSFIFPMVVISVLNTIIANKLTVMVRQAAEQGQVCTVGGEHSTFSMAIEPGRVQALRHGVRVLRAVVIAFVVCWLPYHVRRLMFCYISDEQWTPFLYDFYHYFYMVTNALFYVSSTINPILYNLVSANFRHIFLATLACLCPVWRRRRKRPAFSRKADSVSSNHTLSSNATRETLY
KOR beta-arrestin-1 = kappa opioid receptor activators – cell-based, luminescence, uHTS, primary screen (AID 1777); 0.02% of 280,000 active; KOR beta-arrestin recruitment, luminescence; higher % means a stronger effect; activation, % at 10 µM, or EC50 in µM where a hit was titrated; in the data active means activation above about 50%, passing the limit was not always enough; further: a part of the inactive calls stands beside numbers as strong as those of hits
GPR55 activation = selective activators of receptor GPR55 – imaging, U2OS cells, beta-arrestin-GFP redistribution, primary screen (AID 1961); U2OS GPR55 beta-arrestin-GFP redistribution imaging; higher % means a stronger effect; one-dose activation, % at 10 µM; EC50 in µM for titrated hits; 0.048% of 290,000 active;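 active means activation above 40% with more than 50 cells counted in the well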;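 further: U2OS osteosarcoma cells stably expressing GPR55 and beta-arrestin-GFP; plate controls were DMSO negative control for no effect and LPI positive control for full effect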
NOD2 inhibition = NOD2 signaling inhibitors, cell-based, luminescence, uHTS, HEK293 (AID 1566); HEK293 NOD2/NF-kB luciferase reporter, luminescence; higher % means a stronger effect; one-dose inhibition, % at 4 µM; EC50 in µM for titrated hits; 0.63% of 290,000 active; further: many of its hits are not listed in these tables
KOR beta-arrestin-2 = KOR antagonists, beta-arrestin recruitment, cell-based, luminescence, uHTS (AID 1778); 0.091% of 290,000 active; KOR beta-arrestin recruitment, luminescence, antagonist mode; higher % means a stronger effect; one-dose inhibition, % at 10 µM; IC50 in µM for titrated hits; further: strong numbers were not always called active
Yfh1-off respiration = mitochondrial function rescue without frataxin homolog – Friedreich's ataxia, plus single-dose screen, dose response (AID 1465); S. cerevisiae Yfh1-off respiration, WST-1 reduction, 72 h; higher fold induction means a stronger effect; one-dose fold induction at 50 µM; EC50 in µM for titrated hits; 0.074% of 220,000 active;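 active means fold induction of absorbance versus untreated yeast above a set limit, then at least 30% activation at any dose in follow-up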;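 further: activators that raise dye reduction in frataxin-depleted yeast; strong numbers were not always called active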
CSM14.1 death rescue = protection against thapsigargin-triggered cell killing – 384-well, CSM14.1, ATP luminescence, primary screen (AID 1222). CSM14.1 thapsigargin-induced death rescue, ATP luminescence; higher % means a stronger effect. cellular ATP content (survival), % at 20 µM, or EC50 in µM where a hit was titrated. 190,000 tested, under 10 active;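 active means EC50 below 50 µM in the dose-response confirmation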;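 further: death triggered by thapsigargin at about 15 µM added after 2 h compound pretreatment; cell ATP read after overnight thapsigargin exposure of roughly 18 to 22 hours; normalized against plate controls of thapsigargin alone and 5% DMSO vehicle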
TNAP activators = human TNAP enzyme activators, primary screen, biochemical, luminescent, no phosphate acceptor, uHTS (AID 1001) | purified TNAP, luminescent activation assay, no phosphate acceptor; higher activation fold means a stronger effect | activation fold at 20 µM; hits with a dose series show EC50 in µM | 0.03% of 200,000 active; in the data active means activation fold from about 3, or a potency from the dose series; inactive means the rest, 99 in 100 with activation fold below about 1.6; further: many of its hits are not listed in these tables
NTR1 ag cell count 20 µM = recorded beside NTR1 ag, whose call it bears; cell count; measured here: cell count, cytotoxicity flag
* marks the source's active call; other numbers are inactive results; [ ] = dose if it differs, or a comment. Unless noted, no stated cut-off is given here; in the data, active means inhibition above about 50%; inactive means the rest. This is a subset; the hit share may differ from the screen's.

`COc1ccc(S(=O)(=O)N2CCC(C(=O)N3CCCC3)CC2)cc1Cl` gave NOD1 NF-kB reporter -10.4%, NTR1 ag -0.4, KOR beta-arrestin-1 -2.1%, GPR55 activation -0.2%, NOD2 inhibition 3.1%, KOR beta-arrestin-2 11.2%, Yfh1-off respiration inactive, TNAP activators 1.1 and NTR1 ag cell count 20 µM 35.
For CC(C)CC(NS(=O)(=O)c1ccc2[nH]c(=O)c(=O)[nH]c2c1)C(=O)O (stereo not drawn) the results were NOD1 NF-kB reporter -20.2%, NTR1 ag -0.6, KOR beta-arrestin-1 -0.9%, GPR55 activation -0.1%, NOD2 inhibition -4.2%, KOR beta-arrestin-2 -1.9%, Yfh1-off respiration inactive, CSM14.1 death rescue -0.5%, TNAP activators 1.1 and NTR1 ag cell count 20 µM 55.
For CCN(CC)S(=O)(=O)c1ccc(C(=O)N2CCN(CCN3C(=O)c4cccc5cccc(c45)C3=O)CC2)cc1 the results were NOD1 NF-kB reporter -14.3%, NTR1 ag 1.2, KOR beta-arrestin-1 0.4%, GPR55 activation -0.4%, NOD2 inhibition 22.6%, KOR beta-arrestin-2 -14.1%, Yfh1-off respiration inactive, CSM14.1 death rescue -1.2%, TNAP activators 1 and NTR1 ag cell count 20 µM 31.
Screening CS(=O)(=O)Nc1ccccc1C(=O)NCC1(N2CCCCC2)CCCCC1 returned NOD1 NF-kB reporter -1.5%, NTR1 ag -0.4, KOR beta-arrestin-1 10.4%, GPR55 activation -0.2%, NOD2 inhibition -1.5%, KOR beta-arrestin-2 -26.9% and NTR1 ag cell count 20 µM 65.
`COc1ccc(CCCC(=O)NCCc2ccccc2)cc1` gave NOD1 NF-kB reporter -17.4%, NTR1 ag 0.9, KOR beta-arrestin-1 -0.4%, GPR55 activation -0.1%, NOD2 inhibition 1.9%, KOR beta-arrestin-2 5.6%[20 µM] and NTR1 ag cell count 20 µM 72.
`CN(CC(=O)Nc1ccc(F)c(F)c1F)C(=O)c1ccc(=O)[nH]c1` gave NOD1 NF-kB reporter -38.0%, NTR1 ag -0.3, KOR beta-arrestin-1 -0.5%, GPR55 activation 0.0%, NOD2 inhibition 0.8%, KOR beta-arrestin-2 31.4% and NTR1 ag cell count 20 µM 55.
`Cc1nnc(NC(=O)CSc2nnc(Cc3cccn3C)n2C)s1` gave NOD1 NF-kB reporter 11.2%, NTR1 ag -0.1, KOR beta-arrestin-1 -5.6%, GPR55 activation -0.2%, NOD2 inhibition -1.3%, KOR beta-arrestin-2 -45.9%, Yfh1-off respiration inactive, TNAP activators 1.1 and NTR1 ag cell count 20 µM 69.
Screening CCn1c(SCc2cc(=O)[nH]c3ccccc23)nnc1C1CC1 returned NOD1 NF-kB reporter -17.7%, NTR1 ag -0.9, KOR beta-arrestin-1 -3.3%, GPR55 activation -0.1%, NOD2 inhibition 6.3%, KOR beta-arrestin-2 -27.9%, Yfh1-off respiration inactive, CSM14.1 death rescue -1.7%, TNAP activators 0.9 and NTR1 ag cell count 20 µM 59.
For Cc1ccc(N2C(=O)C3NN=C(C(=O)OCc4ccccc4)C3C2=O)c(C)c1 (stereo not drawn) the results were NOD1 NF-kB reporter -6.9%, NTR1 ag -1.0, KOR beta-arrestin-1 3.3%, GPR55 activation -0.3%, NOD2 inhibition 15.0%, KOR beta-arrestin-2 14.7%, Yfh1-off respiration inactive, CSM14.1 death rescue 0.1%, TNAP activators 1 and NTR1 ag cell count 20 µM 73.
For Cc1ccc(N2C(=O)N3[C@H]4c5ccccc5OC[C@@H]4[C@@H](c4ccccc4)[C@@]3(C)C2=O)cc1 the results were NOD1 NF-kB reporter 7.4%, NTR1 ag 1.6, KOR beta-arrestin-1 1.5%, GPR55 activation -0.3%, NOD2 inhibition 2.2%, KOR beta-arrestin-2 -14.7%[20 µM] and NTR1 ag cell count 20 µM 96.
For COc1ccc(C2Nc3ccccc3C(=O)N2C2CCCCC2)cc1 (stereo not drawn) the results were NOD1 NF-kB reporter -53.6%, NTR1 ag 0.2, KOR beta-arrestin-1 -1.2%, GPR55 activation -0.6%, NOD2 inhibition -2.2%, KOR beta-arrestin-2 6.9%, Yfh1-off respiration inactive, CSM14.1 death rescue 0.1%, TNAP activators 1.1 and NTR1 ag cell count 20 µM 45.
O=c1n(-c2ccccc2)c(=O)n2n1CCCC2 was read as NOD1 NF-kB reporter -11.4%, NTR1 ag 1.1, KOR beta-arrestin-1 -1.2%, GPR55 activation -0.2%, NOD2 inhibition 0.1%, KOR beta-arrestin-2 2.4%, Yfh1-off respiration inactive, TNAP activators 1.1 and NTR1 ag cell count 20 µM 55.
Cc1cc(C)nc(NC(=O)c2ccc(Br)cc2)n1 was read as NOD1 NF-kB reporter 2.3%, NTR1 ag 1.1, KOR beta-arrestin-1 -22.6%, GPR55 activation -0.1%, NOD2 inhibition 15.0%, KOR beta-arrestin-2 36.8% and NTR1 ag cell count 20 µM 92.
`Cc1ccccc1-c1noc(-c2ccccc2C(=O)NCc2ccco2)n1` gave NOD1 NF-kB reporter -0.9%, NTR1 ag 0.4, KOR beta-arrestin-1 3.0%, GPR55 activation -0.2%, NOD2 inhibition -14.5%, KOR beta-arrestin-2 27.6%, Yfh1-off respiration inactive and NTR1 ag cell count 20 µM 51.
`O=C(N/N=C(\CC(=O)c1cccs1)C(F)(F)F)c1cccnc1` gave NOD1 NF-kB reporter -7.6%, NTR1 ag 0.3, KOR beta-arrestin-1 -5.1%, GPR55 activation 0.7%, NOD2 inhibition -10.9%, KOR beta-arrestin-2 -2.9%, Yfh1-off respiration inactive and NTR1 ag cell count 20 µM 41.
`COc1cc2[nH]c(=O)n(CCC(=O)N3CCN(Cc4ccc5c(c4)OCO5)CC3)c(=O)c2cc1OC` gave NOD1 NF-kB reporter -44.0%, NTR1 ag 1.8, KOR beta-arrestin-1 -1.5%, GPR55 activation -0.8%, NOD2 inhibition 14.1%, KOR beta-arrestin-2 -7.5%, Yfh1-off respiration inactive, CSM14.1 death rescue 0.1%, TNAP activators 0.9 and NTR1 ag cell count 20 µM 58.
`Cc1cc(C(=O)CSc2nc3ccccc3[nH]2)c(C)n1Cc1ccco1` gave NOD1 NF-kB reporter 52.1%, NTR1 ag 11.9, KOR beta-arrestin-1 16.5%, GPR55 activation -0.1%, NOD2 inhibition -9.2%, KOR beta-arrestin-2 6.7%, Yfh1-off respiration inactive, CSM14.1 death rescue -3.5%, TNAP activators 1.6 and NTR1 ag cell count 20 µM 70.
`CC(C)C(CCNCc1ccccn1)c1ccc(Cl)cc1` (stereo not drawn) gave NOD1 NF-kB reporter -1.0%, NTR1 ag -0.9, KOR beta-arrestin-1 -1.8%, GPR55 activation 0.0%, NOD2 inhibition 8.0%, KOR beta-arrestin-2 18.7% and NTR1 ag cell count 20 µM 108.
For Cc1onc(-c2c(F)cccc2Cl)c1C(=O)OCn1nnc2ccccc2c1=O the results were NOD1 NF-kB reporter 5.2%, NTR1 ag -2.7, KOR beta-arrestin-1 7.8%, GPR55 activation -0.3%, NOD2 inhibition -7.6%, KOR beta-arrestin-2 -36.9%, Yfh1-off respiration inactive, CSM14.1 death rescue -0.3%, TNAP activators 1 and NTR1 ag cell count 20 µM 81.
Screening COc1ccc(CN(CC(=O)NC2CCCCC2)C(=O)CCCC(=O)Nc2ccccn2)cc1 returned NOD1 NF-kB reporter -19.2%, NTR1 ag -1.5, GPR55 activation -0.2%, NOD2 inhibition 11.8%, KOR beta-arrestin-2 -15.2%[20 µM], Yfh1-off respiration inactive, CSM14.1 death rescue 3.2%, TNAP activators 1.1 and NTR1 ag cell count 20 µM 71.
CC(C)C[C@H](NC(=O)OC(C)(C)C)c1nnc(SCc2cccc(F)c2)o1 was read as NOD1 NF-kB reporter 20.8%, NTR1 ag 6.7, KOR beta-arrestin-1 -2.6%, GPR55 activation -0.1%, NOD2 inhibition -0.4%, KOR beta-arrestin-2 -64.2%, Yfh1-off respiration inactive, CSM14.1 death rescue -2.1%, TNAP activators 1.1 and NTR1 ag cell count 20 µM 71.
COc1cc2c(cc1OC)C1=C(C#N)CC/C(=N\S(=O)(=O)c3ccccc3)N1CC2 was read as NOD1 NF-kB reporter -12.1%, NTR1 ag 3.1, KOR beta-arrestin-1 6.2%, GPR55 activation -0.1%, NOD2 inhibition -9.0%, KOR beta-arrestin-2 1.4%, Yfh1-off respiration inactive, CSM14.1 death rescue -0.2%, TNAP activators 1.1 and NTR1 ag cell count 20 µM 68.
COc1ccc(F)cc1C(=O)C1CCCN(Cc2cn(C)c3ccccc23)C1 (stereo not drawn) was read as NOD1 NF-kB reporter -14.3%, NTR1 ag -0.5, KOR beta-arrestin-1 -1.4%, GPR55 activation -0.1%, NOD2 inhibition 10.8%, KOR beta-arrestin-2 -3.8%, Yfh1-off respiration inactive, CSM14.1 death rescue -2.9%, TNAP activators 1.1 and NTR1 ag cell count 20 µM 53.
Screening COCCN(C)Cc1cn(-c2ccc(F)cc2F)nc1-c1ccccc1C returned NOD1 NF-kB reporter 13.6%, NTR1 ag 0.0, GPR55 activation 0.0%, NOD2 inhibition -17.9%, KOR beta-arrestin-2 -18.3%[20 µM], Yfh1-off respiration inactive, CSM14.1 death rescue -2.3%, TNAP activators 1 and NTR1 ag cell count 20 µM 83.
`COc1cccc(C2SCC(=O)N2c2cccc(C)c2)c1OC` (stereo not drawn) gave NOD1 NF-kB reporter -21.5%, NTR1 ag 0.1, KOR beta-arrestin-1 2.7%, GPR55 activation 0.5%, NOD2 inhibition 7.5%, KOR beta-arrestin-2 -1.8%, Yfh1-off respiration inactive, CSM14.1 death rescue 0.5%, TNAP activators 1.2 and NTR1 ag cell count 20 µM 83.
COC(=O)c1ccc(/C=N/Nc2nc3ccccc3[nH]2)cc1 was read as NOD1 NF-kB reporter -46.1%, NTR1 ag -0.2, KOR beta-arrestin-1 -1.8%, GPR55 activation -0.3%, NOD2 inhibition -23.4%, KOR beta-arrestin-2 16.2%, Yfh1-off respiration inactive, CSM14.1 death rescue -1.5%, TNAP activators 0.9 and NTR1 ag cell count 20 µM 42.
`O=C(O)c1ccc(NS(=O)(=O)c2ccc(C(=O)Nc3ccccc3)cc2)cc1` gave NOD1 NF-kB reporter -8.5%, NTR1 ag 0.3, KOR beta-arrestin-1 -4.9%, GPR55 activation 0.0%, NOD2 inhibition 3.5%, KOR beta-arrestin-2 -21.8% and NTR1 ag cell count 20 µM 57.
